Source: PubChem BioAssay
FBW7 act: FBW7 E3 ligase activators, primary screen, biochemical, AlphaScreen, human; F-box/WD repeat-containing protein 7 (Homo sapiens), Q969H0; AlphaScreen FBW7–phospho-cyclin E peptide binding, activator screen; normalized activity (activation), % at 26.1 µM; 0.13% of 650,000 active; AID 1259310, 2017; in the data active = normalized activity above about 1.9%;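 also: purified mutant Fbw7 with reduced substrate affinity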
TEAD-YAP block: TEAD-YAP interaction inhibition, primary screen, TEAD-YAP interaction inhibitor project, luminescence, HEK-TIYL cells; 1.4% of 640,000 active; inhibition, % at 9.12 µM; AID 1259422, 2018; TEAD-Gal4/YAP UAS-luciferase luminescence; in the data active = inhibition above about 32%;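 also: 0% = median of test compound wells and 100% = reference inhibitor wells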
MITF primary: MITF inhibitors, primary screen, biochemical, AlphaScreen, human. Microphthalmia-associated transcription factor (Homo sapiens), O75030. AlphaScreen MITF homodimerization, bead proximity signal. inhibition, % at 2.6 µM. 0.91% of 650,000 active; in the data active = inhibition above about 50%;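 also: 0% = vehicle wells with protein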
Target sequence (O75030 whole entry, looked up): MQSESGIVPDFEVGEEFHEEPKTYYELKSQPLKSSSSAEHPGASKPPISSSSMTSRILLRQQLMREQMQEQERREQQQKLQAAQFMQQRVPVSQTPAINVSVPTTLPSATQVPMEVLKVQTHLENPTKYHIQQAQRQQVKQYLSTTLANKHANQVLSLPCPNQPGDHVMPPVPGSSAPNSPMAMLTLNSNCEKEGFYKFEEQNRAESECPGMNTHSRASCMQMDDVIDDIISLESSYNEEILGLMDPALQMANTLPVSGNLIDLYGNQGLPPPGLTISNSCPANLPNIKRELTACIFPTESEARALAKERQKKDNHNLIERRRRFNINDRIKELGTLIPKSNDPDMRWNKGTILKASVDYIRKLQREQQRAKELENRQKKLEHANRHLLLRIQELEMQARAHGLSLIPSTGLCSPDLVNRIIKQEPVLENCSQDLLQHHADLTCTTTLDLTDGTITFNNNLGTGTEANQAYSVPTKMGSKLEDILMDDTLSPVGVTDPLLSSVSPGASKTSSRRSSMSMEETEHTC
GPR151 activ: activators of human GPR151, primary screen, cell-based, PathHunter beta-arrestin, luminescence | PathHunter beta-arrestin GPR151 cells | 1% of 650,000 active | activation, % at 11.2 µM | G-protein coupled receptor 151 (Homo sapiens), Q8TDV0 | AID 1508602, 2020; in the data active = activation above about 4.9%;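 also: 0% = median of compound wells and 100% = cells with positive control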
Target sequence (Q8TDV0 whole entry, looked up): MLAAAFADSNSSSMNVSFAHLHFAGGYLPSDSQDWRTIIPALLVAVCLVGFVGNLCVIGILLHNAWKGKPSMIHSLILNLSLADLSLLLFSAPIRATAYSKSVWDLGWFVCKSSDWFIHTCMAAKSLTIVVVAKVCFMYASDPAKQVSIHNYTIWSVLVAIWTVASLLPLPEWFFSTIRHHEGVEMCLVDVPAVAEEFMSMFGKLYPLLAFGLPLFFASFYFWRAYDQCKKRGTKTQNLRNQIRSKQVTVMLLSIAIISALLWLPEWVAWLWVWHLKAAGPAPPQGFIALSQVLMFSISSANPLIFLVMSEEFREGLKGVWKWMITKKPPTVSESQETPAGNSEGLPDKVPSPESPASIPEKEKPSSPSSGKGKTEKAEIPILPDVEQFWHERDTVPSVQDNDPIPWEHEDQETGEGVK
Numbers without * were called inactive; · = no result given.

SMILES,FBW7 act,TEAD-YAP block,MITF primary,GPR151 activ
O=C1CCC(CCNCc2ccccn2)N1Cc1cccc(OC(F)(F)F)c1 (configuration not stated),-0.4,2,9,0.0
C(/C=C/c1ccccc1)=Nc1ccc(N2CCOCC2)cc1,-0.6,19,0,1.4
O=C1OCCC1Sc1nnc(-c2cccc(Br)c2)o1 (configuration not stated),-0.1,4,-6,-2.2
O=c1[nH]c2cc3c(cc2cc1C(c1nnnn1C1CCCC1)N1CCCCC1)OCCO3 (configuration not stated),0.3,-3,13,-0.2
CCOC(=O)C1=C(C)n2c(nc3ccccc32)NC1c1cccc([N+](=O)[O-])c1 (configuration not stated),0.0,2,-7,1.8
COC(=O)c1cccc(-n2c(C)cc(C=C3C(=O)N(C)C(=O)N(C)C3=O)c2C)c1C,0.0,0,5,1.0
CC(C)(C)c1ccc(C(=O)Nc2nnc(-c3ccc(Cl)cc3Cl)s2)cc1,0.0,-8,-10,-0.5
Fc1ccc(C2CCN(Cc3ccncc3)CC2)cc1,-0.3,17,60*,-0.2

A different layout for two compounds above:
The line under a structure holds: FBW7 act, TEAD-YAP block, MITF primary, GPR151 activ
O=C1OCCC1Sc1nnc(-c2cccc(Br)c2)o1 (configuration not stated)
 : -0.1, 4, -6, -2.2
O=c1[nH]c2cc3c(cc2cc1C(c1nnnn1C1CCCC1)N1CCCCC1)OCCO3 (configuration not stated)
 : 0.3, -3, 13, -0.2

Returning to the listing, starting 4 compounds before the break.
SMILES,FBW7 act,TEAD-YAP block,MITF primary,GPR151 activ
CCOC(=O)C1=C(C)n2c(nc3ccccc32)NC1c1cccc([N+](=O)[O-])c1 (configuration not stated),0.0,2,-7,1.8
COC(=O)c1cccc(-n2c(C)cc(C=C3C(=O)N(C)C(=O)N(C)C3=O)c2C)c1C,0.0,0,5,1.0
CC(C)(C)c1ccc(C(=O)Nc2nnc(-c3ccc(Cl)cc3Cl)s2)cc1,0.0,-8,-10,-0.5
Fc1ccc(C2CCN(Cc3ccncc3)CC2)cc1,-0.3,17,60*,-0.2
CCOC(=O)C1=C(C)N=c2s/c(=C\c3ccc(C(C)C)cc3)c(=O)n2C1c1ccc(OC)cc1 (configuration not stated),-0.2,-8,-2,7.0*
COc1ccc(C(=O)Nc2nc(-c3ccc(I)cc3)cs2)cc1OC,-0.1,-10,2,-0.3
Brc1ccc(OCCOc2ccccc2)c(/C=N/n2cnnc2)c1,0.3,-3,20,0.6
CCCCNc1ncnc2c1[nH]c1ccc(OC)cc12,0.0,-3,0,-3.5
O=C(O)/C=C/C(=O)Nc1ccc(S(=O)(=O)N2CCCC2)cc1,0.0,-12,-1,-1.1
Cc1cccc(NC(=O)c2cccs2)c1C,0.3,-1,6,-0.3
CN(C)c1ccc(CNCC2(O)CCOC(C)(C)C2)cc1 (configuration not stated),-0.1,6,6,-0.4
N#Cc1ccsc1NC(=O)Cc1ccc([N+](=O)[O-])cc1,0.8,-8,29,-2.9
Nc1c(-c2ccccc2Cl)c2cc(Br)ccc2[nH]c1=O,0.1,-16,6,-0.3
CCCOc1ccc(N2CC(C(=O)O)CC2=O)cc1 (configuration not stated),0.2,7,13,-0.2
CCOC(=O)C1CCN(S(=O)(=O)N2CCCCC2)CC1,0.2,-4,-5,-0.7
Cc1ccc(N(CCOC(=O)c2ccccc2)S(=O)(=O)c2ccc(NC3=NS(=O)(=O)c4ccccc43)cc2)cc1,-0.1,2,-2,1.8
O=C(CSCc1ccccc1Br)N/N=C/c1ccccc1,0.1,-5,4,0.3
CCN(CC)S(=O)(=O)c1ccc(OC)c(NC(=O)C2c3ccccc3Oc3ccccc32)c1,-0.1,-1,-6,1.0
CCOC(=O)C1(Cc2ccccc2)NC(c2ccc(N(C)C)cc2)C2C(=O)N(C)C(=O)C21 (configuration not stated),0.3,4,15,1.1
Cc1ccc(CN2CCC3(CC2)CC3C(=O)NCCCc2ccccc2)s1 (configuration not stated),-0.1,12,1,-1.3
COCC(=O)N(Cc1ccc2c(c1)OCO2)Cc1cc2ccc(Cl)cc2nc1N(C)C,0.0,-5,3,2.2
CCOc1ccccc1NC(=O)c1c(NC(=O)c2ccncc2)sc2c1CCC(C(C)(C)C)C2 (configuration not stated),-0.1,9,1,-0.6
Cc1ccc(C)c(SC2=NS(=O)(=O)c3ccccc32)c1,0.4,0,16,1.8
CCOc1ccccc1NC(=O)C1CCCN(S(=O)(=O)c2cccc3cccnc23)C1 (configuration not stated),-0.3,0,12,-0.1
O=C(OCC(=O)c1c[nH]c2ccccc12)c1ccc(S(=O)(=O)N2CCCCCC2)cc1,0.0,9,9,-0.6
COc1ccccc1N1C(=O)NC(=O)/C(=C/c2ccc3c(c2)OCO3)C1=O,0.0,-9,-10,-0.3
C=CCOC(=O)C1=C(C)NC(C)=C(C(=O)OCC=C)C1c1ccc(C)o1,0.3,-4,5,1.1
COc1ccc(N2CCN(c3ncnc4c3nnn4Cc3ccccc3)CC2)cc1,-0.3,2,-9,2.3
COc1ccc(O)c(CN2CCC3(CCC(CNC(=O)C4CCCO4)O3)CC2)c1 (configuration not stated),-0.1,-11,-3,-0.7
COc1ccc(S(=O)(=O)Nc2ccc(C(=O)O)cc2)cc1C(=O)O,-0.1,2,9,0.6
N#C/C(=C\c1cn(Cc2ccccc2F)c2ccccc12)c1nn(-c2ccccc2)c(N)c1C#N,-0.1,-6,-2,0.4
COC(=O)c1ccc(N2C(=O)CSC2c2cccc(Cl)c2Cl)cc1 (configuration not stated),0.0,-2,4,0.3
CC(=O)OC[C@H]1O[C@H](c2cc(C)cc(C)c2)C=C[C@@H]1OC(C)=O,0.1,·,16,-1.0
Cc1ccc2cccc(OC(=O)c3ccc(C)c(C)c3)c2n1,0.1,2,-3,-0.4
COc1ccc(-c2cc(C)cc3c2OC(CNC(=O)CC(C)C)C3)nn1 (configuration not stated),0.0,-1,11,-0.4
C=CCOc1ccc(/C(O)=C2\C(=O)C(=O)N(c3nc(C)c(C(=O)OCC)s3)C2c2ccc(OC)cc2)c(C)c1 (configuration not stated),-0.2,-14,3,-1.1
Cc1ccc(OCC(=O)NCCS(=O)(=O)N2CCc3ccccc3C2)cc1,0.0,-6,-4,-1.1
Cc1cc(C)c(NC(=O)COC(=O)c2ccc(Cl)cc2N)c(C)c1,0.1,-3,-6,2.5
O=[N+]([O-])c1ccccc1OCCCCCCNCCO,0.6,-3,11,1.1
CCC1(C)NC(=O)N(CC(=O)Nc2cc(C)on2)C1=O (configuration not stated),-0.1,0,-9,0.2
CC1CC(C)CN(CCC(=O)Nc2ccccc2)C1 (configuration not stated),0.7,3,2,0.3
Cc1nnc2c(Nc3cccc(C(F)(F)F)c3)nc3ccccc3n12,1.0,-5,-1,-0.4
CC(=O)Nc1ccc(Nc2ncnc3c2nc(NCCN2CCOCC2)n3C(C)C)cc1,0.0,-8,8,-0.6
c1ccc2c(SCc3nc4ccccc4[nH]3)nncc2c1,0.2,-35,-5,-0.8
COC(=O)c1cccc2c1NC(c1ccc(C(=O)O)cc1)C1CC=CC21 (configuration not stated),-1.7,5,68*,0.6
Fc1ccc(N2CCN(c3ccc(F)cc3)C2c2ccc(Br)cc2)cc1,-0.1,11,4,-0.1
O=C(CC1CCCCC1)NCc1ccc(Cl)cc1,0.0,-53,-6,-1.6
Cc1ccc(C2=NN3C(=N)/C(=C/c4ccc(-c5ccc(C(=O)O)cc5)o4)C(=O)N=C3S2)cc1,0.1,-4,3,-1.4
COc1ccc(C)cc1S(=O)(=O)N1CCNCC1,0.2,-4,2,-0.7
COc1ccccc1-c1c(C)oc2cc(OC(C)=O)ccc2c1=O,0.1,-4,-8,1.8
COc1ccccc1C1=NOC(C(=O)Nc2cccc(O)c2)C1 (configuration not stated),-0.4,-40,-5,0.8
CC1(C)CC(=O)c2cnc(NC3CC3)nc2C1,0.0,4,-5,-0.2
C=CCOc1ccccc1C(OC(C)=O)OC(C)=O,0.1,0,-3,-0.3
CN(Cc1ccccc1)C(=O)Cn1ncc2ccccc21,0.1,-13,1,0.2
Cc1ccccc1OCC(=O)N1N=C(C(C)C)CC1(O)C(F)(F)F (configuration not stated),0.3,-12,-1,-0.1
O=S(=O)(NCc1ccncc1)c1ccc(Cl)cc1,-0.2,29,16,-0.1
Cc1nccn1-c1ccc(C(F)(F)F)cn1,0.0,4,7,1.8
Cc1c(C)c(O)c(C(CC(=O)N2CCOCC2)c2ccccc2)c(C)c1O (configuration not stated),-0.3,11,-2,0.6
CCOc1ccc(N(C)S(=O)(=O)c2ccc(C)c(C(=O)OCC(C)=O)c2)cc1,-0.1,-6,-4,2.9
Cc1c(C(=O)NCc2ccc3c(c2)OCO3)sc2nc(-c3ccccc3)cn12,0.1,-8,14,-0.5

Next part:
SMILES,FBW7 act,TEAD-YAP block,MITF primary,GPR151 activ
CN1CCN(C(CNS(=O)(=O)c2ccc(Cl)s2)c2ccc(N(C)C)cc2)CC1 (configuration not stated),-0.1,-2,1,0.5
COc1ccccc1N1CCN(CCC(=O)Nc2ccc(C)cc2)CC1,-0.2,-3,4,1.5
O=C(NCc1ccccc1)c1nn2c(c1Br)NC(c1cccs1)CC2C(F)(F)F (configuration not stated),0.0,8,-4,0.5
COC(=O)c1ccc(CSc2nnc3sc4ccccc4n23)o1,0.1,-3,15,-1.9
Cc1nc2ccccc2c(=O)n1NC(=O)c1ccc(Cl)cc1,0.0,8,-7,1.5
COc1cc2c(-c3ccc(Br)cc3)nc3c(c(-c4ccccc4)nn3-c3ccccc3)c2cc1OC,0.5,0,5,1.4
CCc1nnc(NS(=O)(=O)c2ccc(NC(=O)Nc3ccc(Cl)c(Cl)c3)cc2)s1,0.2,10,8,-1.5
CC1(C)Cc2c(sc3nc(NNC(=O)c4ccccc4)[nH]c(=O)c23)CO1,0.0,7,73*,0.0
Oc1cccc(/C=N/n2c(-c3ccccc3)n[nH]c2=S)c1,-0.2,11,17,-0.1
COc1cccc(NC(=O)Cn2c(C)cc(=O)c3cccc(OC)c32)c1,0.7,49*,6,3.3
O=C(CSc1nc2ccsc2c(=O)n1-c1ccc(F)cc1)NCCC1=CCCCC1,-0.3,-5,5,1.9
O=S1(=O)C=CC(Nc2ccc3c(c2)OCCO3)C1 (configuration not stated),0.4,-7,-4,0.1
Cc1ccccc1-n1cc(-c2ccccc2)nc1SCC(=O)Nc1cccc(C)c1C,-0.5,-4,0,-0.4
CC(=O)OC(C(=O)NCc1ccco1)c1cccnc1 (configuration not stated),0.4,-4,-4,0.0
Cc1ccc2nc(-c3ccccc3)c(NC(=O)c3ccc(Cl)cc3)n2c1,-0.1,1,-1,0.0
COc1cc(Nc2nc(-c3ccc(C(N)=O)cc3)nc3c2ncn3CCN2CCCC2=O)cc(OC)c1OC,0.1,1,10,1.6

As entered above.
In FBW7 act, CC(=O)OC(C(=O)NCc1ccco1)c1cccnc1 (configuration not stated) reads 0.4
In TEAD-YAP block, COc1cccc(NC(=O)Cn2c(C)cc(=O)c3cccc(OC)c32)c1 reads 49*
In GPR151 activ, Oc1cccc(/C=N/n2c(-c3ccccc3)n[nH]c2=S)c1 reads -0.1
In GPR151 activ, O=C(CSc1nc2ccsc2c(=O)n1-c1ccc(F)cc1)NCCC1=CCCCC1 reads 1.9
In GPR151 activ, Cc1ccccc1-n1cc(-c2ccccc2)nc1SCC(=O)Nc1cccc(C)c1C reads -0.4

Continuation:
SMILES,FBW7 act,TEAD-YAP block,MITF primary,GPR151 activ
COc1ccc(/C=N/Nc2nnc3c(n2)[nH]c2ccc(Br)cc23)c(O)c1,-0.1,-6,-3,0.1
O=C(NCCc1ccccc1)c1ccc2c(=O)n(CCCN3CCCC3=O)c(=S)[nH]c2c1,0.0,-2,4,0.7
Cc1ccc(C(=O)N/N=C\c2ccc3c(c2)OCO3)cn1,0.7,8,32,2.0
O=C(Nc1ccc(NS(=O)(=O)c2ccccc2)cc1)c1ccco1,-0.1,-3,7,0.5

Compounds as they come; 3.5% or so of the library scored in one or more.
